# Anesthetic bind: candidate novel general anesthetic via apoferritin binding; AID 485281; apoferritin/1-aminoanthracene competitive binding, fluorescence; hit rate 0.074% among 350,000; Potency, µM (series often up to 77.5 µM), for inactives: at the highest dose activity change, negative = displacement, actives largely listed as inhibitors; P02791; further: potency means the concentration at half of the fitted maximal effect; on the % scale 0 is the no-effect control and ±100 the full control effect; nearly all actives have a fitted effect of over 20% in size
# Target sequence (P02791 2-175 limits assumed): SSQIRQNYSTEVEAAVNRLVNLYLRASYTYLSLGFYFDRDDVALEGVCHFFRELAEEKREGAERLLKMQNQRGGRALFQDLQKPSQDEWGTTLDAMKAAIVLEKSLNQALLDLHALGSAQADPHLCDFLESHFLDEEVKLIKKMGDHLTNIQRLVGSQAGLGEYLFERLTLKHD
#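 Read-out: endpoint 1-AMA fluorescence, excitation 380 nm and emission 535 nm, after compounds sit 10 min at room temperature with 10 uM horse-spleen apoferritin in 50% saturated 1-AMA/PBS. Values come from four-parameter Hill fits.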
# Pol eta inh: DNA polymerase eta (human) inhibition; Q9Y253; recombinant Pol eta, fluorescent DNA replication assay; Potency, µM (doses to about 114 µM), inactives show top-dose activity change, negative = inhibition, hits mostly inhibitors; hit rate 1.2% among 390,000; AID 588591; further: potency means the concentration at half of the fitted maximal effect; on the % scale 0 is the no-effect control and ±100 the full control effect
#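 Pol eta (10 nM) was preincubated with compounds for 15 min at room temperature, after which fluorescent replication substrate (50 nM final) was added to start the reaction. Fluorescence was read kinetically at 0 and 10 min.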
# Pol kappa inh: DNA polymerase kappa (human) inhibition. Q9UBT6. purified Pol kappa, fluorescent DNA synthesis assay, 10 min. Potency, µM (titrated, usually from 107 µM), for inactives: top-dose activity, negative = inhibition, usual class: inhibitors. hit rate 0.53% among 400,000; further: potency means the concentration at half of the fitted maximal effect; on the % scale 0 is the no-effect control and ±100 the full control effect
#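 Here, compound and 10 nM enzyme are combined for 15 min at room temperature; adding 50 nM substrate (final) starts DNA synthesis, tracked by fluorescence at 0 and 10 min against buffer-only wells.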
# APE1 inh: APE1 (human) endonuclease inhibition; P27695; AID 2517; Potency, µM (highest dose often 65.8 µM), for the others: top-dose activity change, negative = inhibition, usual class: inhibitors; hit rate 0.35% among 350,000; recombinant APE1, TAMRA/BHQ-2 abasic DNA cleavage fluorescence;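 further: potency means the concentration at half of the fitted maximal effect; plate controls were vehicle for no effect and reference inhibitor for full effect; nearly all actives have a fitted effect of over 55% in size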
# Target sequence (P27695 whole entry, looked up): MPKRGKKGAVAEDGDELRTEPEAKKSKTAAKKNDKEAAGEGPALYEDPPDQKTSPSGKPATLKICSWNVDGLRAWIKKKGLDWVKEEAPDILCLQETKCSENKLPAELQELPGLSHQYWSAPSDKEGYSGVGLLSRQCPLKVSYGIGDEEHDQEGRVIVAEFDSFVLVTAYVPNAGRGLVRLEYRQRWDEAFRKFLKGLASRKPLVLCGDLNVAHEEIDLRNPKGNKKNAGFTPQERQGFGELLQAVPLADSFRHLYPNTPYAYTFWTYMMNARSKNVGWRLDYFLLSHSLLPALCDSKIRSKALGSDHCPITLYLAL
#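 Quantitative HTS: incision of a TAMRA/BHQ-2 double-stranded substrate bearing a tetrahydrofuran abasic site by 0.75 nM APE1 raises fluorescence. Substrate 50 nM final, added after 15 min compound preincubation at room temperature; progress as third-minus-first kinetic read difference.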
# Glioma ERSR ind: inducers of ER stress response in human glioma cells | Potency, µM, for the others: at the highest dose activation, hits mostly activators | U87-MG GRP78 promoter luciferase reporter, 16 h | hit rate 0.02% among 420,000; further: potency means the concentration at half of the fitted maximal effect; series mostly up to about 76 µM; % of control where 0% means no effect; nearly all actives have a fitted effect of over 35% in size
#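 ERSR induction read as luciferase luminescence (Bright-Glo, 10 min at room temperature) in stably transfected human U87-MG glioma cells exposed to compounds for 16 h, using GRP78 as sensor.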
# POLB inh: DNA polymerase beta (human) inhibition; P06746; Pol beta primer extension/strand displacement, fluorescence kinetic; Potency, µM (highest dose often 114 µM), for the others: at the top dose activity change, negative = inhibition, most hits filed as inhibitors; hit rate 1.3% among 340,000; AID 485314; further: potency means the concentration at half of the fitted maximal effect; on the % scale 0 is the no-effect control and ±100 the full control effect
#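 Values derive from four-parameter Hill fits of normalized kinetic data: reads at 0 and 10 min following addition of 50 nM substrate to 10 nM Pol beta preincubated 15 min with compound.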
# BLM helicase inh: blocks DNA unwinding by human BLM helicase; recombinant BLM DNA unwinding, fluorescence dequenching; Potency, µM (doses to about 56.1 µM), inactives show at the highest dose activity change, negative = inhibition, usual class: inhibitors; hit rate 0.2% among 350,000; AID 2528;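 further: potency means the concentration at half of the fitted maximal effect; plate controls were vehicle for no effect and no enzyme for full effect; nearly all actives have a fitted effect of over 35% in size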
# LDHA inh: LDHA (human) enzyme inhibition; P00338; hit rate 0.15% among 480,000; activity change, % (values are at about 110 or 230 µM); purified LDHA, NADH/diaphorase-resazurin fluorescence; hits give low values; in the data active means activity change below about -30%; inconclusive means mostly about -25% to -30%;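 further: plate controls were DMSO wells for no effect and wells without enzyme for full effect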
#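 Enzyme activity of human lactate dehydrogenase 5 (2 nM; 0.06 mM NADH, 0.2 mM pyruvate, 5 min, RT) is measured via a resazurin/diaphorase fluorescence readout of residual NADH.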
# Pol iota inh: inhibitors of human DNA polymerase iota; Potency, µM (titrated, usually from 115 µM), for the others: at the top dose activity, negative = inhibition, most hits filed as inhibitors; Pol iota fluorescent replication assay, 10 min; hit rate 1% among 390,000; further: potency means the concentration at half of the fitted maximal effect
#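 Pol iota at 10 nM preincubated 15 min with compounds at room temperature; reaction started with fluorescent substrate, 50 nM final. Fluorescence read kinetically at 0 and 10 min; buffer-only wells as negative control.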
# * hit, by the source's call; ? = inconclusive; · = not tested or not shown; & = joins results of further samples; [ ] = another dose, or the depositor's remark. Unless noted, the call rests on the fitted dose curve; in most records, active means well fitted curve in the direction sought with a large enough effect; inconclusive means small, poorly fitted or top-dose-only effect, or another doubt; inactive means no such curve, though single readings can be large; an effect the other way counts as inactive or inconclusive. A portion of the library; rates above refer to the full screens.
SMILES,Anesthetic bind,Pol eta inh,Pol kappa inh,APE1 inh,Glioma ERSR ind,POLB inh,BLM helicase inh,LDHA inh,Pol iota inh
O=C(CCc1ccccc1)Nc1cc2c3c(c1)CCC(=O)N3CCC2,·,-22%,-12%,5%,-3%,·,·,-2,19%
COc1cc(/C=N/n2c(-c3cc(C)[nH]n3)n[nH]c2=S)cc(OC)c1O,2%,-5%,-21%,9%,-2%,0%,-2%,3,-15%
COc1cc(CO)c(Br)cc1OCC(N)=O,-8%,-12%,-7%,5%,-2%,-2%,-2%,-7,-4%
CCOC(=O)NNc1cc(C(F)(F)F)ccn1,-2%,-19%,-11%,0%,-2%,9%,1%,-9,21%
N#CC1=C2SCN(C3CCCCC3)CN2C(=O)CC1c1ccc(Br)cc1 (stereo not given),-11%,?,-29%,·,-4%,?,-3%,12,20µM*
C=CCSc1nnc(-c2cccc3ccccc23)o1,·,-6%,-12%,2%&23%,-1%,·,·,3,-20%
N#C/C(=C(/O)c1ccc([N+](=O)[O-])s1)c1nc2ccccc2[nH]1,-1%,5%,3%,6%,10%,0%,-5%,-6,2%
Cc1cc(C)n2nc(SCc3nc4ccccc4[nH]3)nc2n1,0%,-8%,-10%,24%,1%,-3%,-12%,-3,-5%
COCc1cc(C(C)=O)ccc1OC,-14%,-14%,11%,-2%,-3%,-7%,-2%,-2,-3%
CC1Oc2ccccc2N(CC(=O)c2ccccc2)C1=O (stereo not given),?,-1%,-3%,1%,-1%,19%,1%,1,5%
O=C(C[n+]1ccccc1)N/N=C/c1c(F)cccc1Cl,-8%,-7%,-3%,26%,-2%,9%,6%,-2,-9%
CC(=O)c1c(C)oc2ccc(N(C(=O)C3CCCCC3)S(=O)(=O)c3cc([N+](=O)[O-])ccc3C)cc12,-3%,-14%,0%,2%,-4%,2%[57.1 µM],-6%,-1,188%[activator]
CCOc1ccccc1-n1c(SCC(=O)NCc2ccco2)nnc1-c1ccncc1,4%,4%,-32%,?,-2%,?,-6%,-5,-7%
O=C1[C@@H]2C(c3cccnc3)=NO[C@@H]2C(=O)N1c1ccc2ccccc2c1,5%,-10%,0%,14%,1%,-1%,-9%,2,43%[activator]
COc1ccc(S(=O)(=O)N(C)CC(=O)N2CCOCC2)cc1Cl,5%,-2%,-3%,2%,-2%,8%,3%,-6,5%
N#CC1=C(N)Oc2n[nH]c(-c3cccs3)c2C1C1CCCCC1 (stereo not given),-1%,-3%,-9%,?,?,-3%,-7%,0,8%
COc1ccc2c(c1)c1c(c(=O)n(-c3cccc(C)c3)c(=O)n1CC(=O)NCC1CCCO1)n2C (stereo not given),90%[activator],-2%,4%,·,-1%,11%,-5%,-1,15%
CCc1ccccc1OCC(=O)Nc1nc(-c2cccnc2)cs1,-2%,-6%,-19%,-3%,-5%,35%,-5%,-1,62%[activator]
Cc1cc(SCC(=O)N2CCCC2=O)nc2ccccc12,·,-12%,1%,38%,-1%,·,·,-4,12%
O=C(c1ccccc1Cl)N1CCC(c2nc3ccccc3s2)CC1,-11%,-23%,4%,·,-3%,-10%,-1%,1,14%
COc1cc(C#N)ccc1OCC(=O)NCc1cccs1,-2%,-15%,-10%,-2%,-2%,1%,-3%,-4,68%[activator]
Cc1cc(C(=O)O)c(CCCN)s1,-11%,-6%,-5%,1%,-2%,2%,0%,1,-9%
COc1ccc(Nc2ncc(C(=O)N3CCN(c4ccccc4OC)CC3)c3ccccc23)cc1,535%[activator],-5%&-10%,0%&-10%,2%,-2%&-2%,11%&1%,-12%&-14%,-3&1,-14%&3%
CCS(=O)(=O)c1ncc(Cl)c(C(=O)NCc2ccc(OC)cc2)n1,-15%,1%,-10%[60.1 µM],·,-11%,-22%,1%,-14,?
O=C(/C=C/c1ccccc1)N1CCN(c2ccc([N+](=O)[O-])c(N3CCOCC3)c2)CC1,?,-17%,-13%,6%,-6%,-1%,-5%,-4,0%

# With a hit mark in Pol iota inh (from the list above):
SMILES,Anesthetic bind,Pol eta inh,Pol kappa inh,APE1 inh,Glioma ERSR ind,BLM helicase inh,LDHA inh,Pol iota inh
N#CC1=C2SCN(C3CCCCC3)CN2C(=O)CC1c1ccc(Br)cc1 (stereo not given),-11%,?,-29%,·,-4%,-3%,12,20µM*

# Record cards, as listed above:
# Listed for Cc1cc(C)n2nc(SCc3nc4ccccc4[nH]3)nc2n1 → Anesthetic bind: 0%; Pol eta inh: -8%; Pol kappa inh: -10%; APE1 inh: 24%; Glioma ERSR ind: 1%; POLB inh: -3%; BLM helicase inh: -12%; LDHA inh: -3; Pol iota inh: -5%
# Listed for O=C(C[n+]1ccccc1)N/N=C/c1c(F)cccc1Cl → Anesthetic bind: -8%; Pol eta inh: -7%; Pol kappa inh: -3%; APE1 inh: 26%; Glioma ERSR ind: -2%; POLB inh: 9%; BLM helicase inh: 6%; LDHA inh: -2; Pol iota inh: -9%

# Going on with the list:
SMILES,Anesthetic bind,Pol eta inh,Pol kappa inh,APE1 inh,Glioma ERSR ind,POLB inh,BLM helicase inh,LDHA inh,Pol iota inh
COc1cc(C(=O)Nc2cc(C)cc(C)c2)c(-n2cnnn2)cc1OC,0%,-15%,-23%,1%,-7%,19%,0%,-1,140%[activator]
Cc1ccc(Cl)cc1NC(=O)CCn1cnc2ccccc2c1=O,0%,45µM*,-6%[60.1 µM],·,0%,?,-1%,-2,?
COc1ccc(C(=O)N2CC(c3ccc(Cl)cc3)CC2=O)cc1 (stereo not given),·,0%,7%,·,-3%,·,·,0,7%
COc1ccc(N(C(=O)c2ccncc2)S(=O)(=O)c2ccc(OC)c(OC)c2)cc1,?,-8%,-3%,61%[activator],-5%,1%,1%,-5,-3%
COc1ccc(N2CCN(C(=O)c3ccc(C)c(Cl)c3)CC2)cc1,-24%,-12%,-18%,2%,-1%,8%,0%,7,-9%
O=C1ON=C(c2ccc(Cl)cc2)/C1=C/c1ccc(O)cc1,?,?,0%,-7%,-12%,5%,-4%,-15,60%[activator]
CCCSc1nc(=O)n2cccc(C)c2n1,-14%,4%,3%,0%,-1%,-19%,0%,-4,22%
O=C1/C(=C/c2ccccc2)Oc2cc(OC(=O)N3CCOCC3)ccc21,3%,-14%,7%,20%,1%,3%,-9%,-6,17%
CC(C)CC[n+]1ccn(C2=C([O-])c3ccccc3C(=O)/C2=N\S(=O)(=O)c2ccccc2)c1,-15%,7%,-8%,8%,-2%,-9%,-8%,29,-9%
Clc1cccc(CSC2=NCCCN2)c1,-1%,1%,-21%,0%,0%,9%,2%,-1,26%
Cc1cc(C)n(C(=O)c2cccc([N+](=O)[O-])c2)n1,-8%,-9%,-4%,-1%,-2%,1%,-1%,0,-4%
O=C(O)CCCC(=O)NCCc1ccncc1,3%,1%,-2%,-2%,-3%,10%,-1%,-5,10%
O=C(Oc1ccc(Cl)c2cccnc12)C12CC3CC(CC(C3)C1)C2,0%,-19%,-5%,-1%,-5%,-2%,-1%,9,-16%
CC(C)c1ccc(C2OCCCO2)cc1,·,-7%,-20%,·,0%,·,·,-1,5%
COc1c(Br)cc([N+](=O)[O-])c(OC)c1C(=O)NC(=O)Nc1nc(C)cc(C)n1,2%,-5%,-14%,-1%,-3%,5%,-3%,-12,-1%
Cc1ccc(S(=O)(=O)N2CCOCC2)cc1C(=O)N1CC(C)OC(C)C1 (stereo not given),·,6%,0%,5%,-2%,·,·,-11,44%[activator]
COc1ccc(-n2cnc3c(sc4nccc(N(C)C)c43)c2=O)cc1,57%[activator],5%,-23%,5%,-3%,-1%,-7%,1,?
CCNCC(=O)N1c2ccccc2CCc2ccc(NC(C)=O)cc21,6%,-3%,0%,17%,-4%,29%,-7%,-2,12%
Cc1c(C(=O)N/N=C/c2ccoc2)cccc1[N+](=O)[O-],-5%,?,-13%,?,4%,?,-17%,-3,?
Cc1ccc2c(c1)COc1c3ccc(C(=O)N[C@@H](CO)C(C)C)cc3nn1-2,10%,-11%,-5%,5%,-2%,12%,-1%,-9,-19%
CC(=O)c1cc(Cl)ccc1OCc1cccc(S(=O)(=O)N2CCOCC2)c1,·,-5%,-12%,2%,-1%,·,·,-6,-27%
CCOc1ccc(C(=O)CCC(=O)Nc2cccc(S(=O)(=O)N3CCCCC3)c2)cc1,·,-9%,-8%,-8%,0%,·,·,-8,15%
Cc1ccc(NC(=O)COC(=O)c2ccc(F)cc2Cl)c(Br)c1,-14%,-16%,-6%,?,1%,13%,-4%,2,31%[activator]
Cc1ccc(S(=O)(=O)N2CCN(C(=O)COC(=O)CSc3ccccc3)CC2)c(C)c1,·,-13%,-8%,10%,-2%,·,·,-1,16%
COc1ccccc1-n1c(CNC(=O)c2ccco2)n[nH]c1=S,1%,-4%,-6%,-2%,1%,12%,0%,0,-6%

# Further entries follow.
SMILES,Anesthetic bind,Pol eta inh,Pol kappa inh,APE1 inh,Glioma ERSR ind,POLB inh,BLM helicase inh,LDHA inh,Pol iota inh
Cc1nn(C)cc1CNC(=O)c1ccc(F)cc1,-17%,-12%,4%,1%,-7%,-1%,-2%,-1,-6%
CCOC(=O)c1c(NC(=O)CN2C(=O)NC3(CCC(CC)CC3)C2=O)sc(C)c1-c1ccc(C)cc1 (stereo not given),4%,-15%,1%,4%,-1%,-17%,3%,3,10%
CCOC(=O)CNC(=O)N1CCC(CCC(=O)N(C)Cc2ccccc2)CC1,-3%,-13%,-6%,33%,-3%,54%,-3%,-11,55%[activator]
O=C(N/N=C/c1ccncc1)NC12CC3CC(CC(C3)C1)C2,?,-21%,-18%,1%,-4%,0%,3%,-13,48%[activator]
NC(=O)c1c(/N=C/c2cccs2)sc2c1CCCC2,1%,-8%,-8%,12%,3%,26%,3%,-1,?
Cc1ccc(C(C)NC(=O)Cc2cccs2)c(C)c1 (stereo not given),-18%,2%,-1%,-1%,-1%,84%,-2%,-4,40%[activator]
CCOc1ccc(NC(=O)CN(C)C(=O)Cn2c(=O)oc3ccccc32)cc1OCC,·,6%,-2%,5%,-2%,·,·,-4,12%
O=C(OCc1cc2ccccc2[nH]c1=O)c1ccccn1,-6%,1%,0%,-1%,-5%,-16%,-3%,-5,19%
CC(=O)N1CCN(c2ccc(NCc3ccc(F)cc3)cc2)CC1,-21%,-23%,-18%,-4%,0%,-8%,-3%,10,54%[activator]

# Assay outcomes deposited in PubChem by National Center for Advancing Translational Sciences (NCATS).
